K1F lysis inhibition = inhibition of K1F phage lysis, E. coli UTI89, bacterial capsule biogenesis inhibitors, alamar blue (AID 488966). inhibition, % at 100 µM; hits with a dose series show IC50 in µM. hit rate 0.02% among 340,000. E. coli UTI89 K1F phage lysis, alamar blue, 2 h; higher % means a stronger effect;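 active = phage lysis inhibition, versus mean bacterial control, above a set limit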;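 also: capsule biogenesis inhibitors block K1F phage lysis so surviving cells raise fluorescence; higher fluorescence means more inhibition of phage lysis; actives were called in the ten point dose series up to 300 µM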
NTR1 agonist = NTR1-driven beta-arrestin-GFP spot formation – imaging, U2OS cells, high content, primary screen (AID 493036); agonist mode; activation, % at 20 µM; hit rate 0.17% among 330,000;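 active = activation at or above 40% of the spot to cytoplasm intensity ratio, with at least 20 cells analyzed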;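 also: 0% = DMSO without peptide and 100% = 100 nM NTR1 peptide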
Target sequence (P30989 whole entry, looked up): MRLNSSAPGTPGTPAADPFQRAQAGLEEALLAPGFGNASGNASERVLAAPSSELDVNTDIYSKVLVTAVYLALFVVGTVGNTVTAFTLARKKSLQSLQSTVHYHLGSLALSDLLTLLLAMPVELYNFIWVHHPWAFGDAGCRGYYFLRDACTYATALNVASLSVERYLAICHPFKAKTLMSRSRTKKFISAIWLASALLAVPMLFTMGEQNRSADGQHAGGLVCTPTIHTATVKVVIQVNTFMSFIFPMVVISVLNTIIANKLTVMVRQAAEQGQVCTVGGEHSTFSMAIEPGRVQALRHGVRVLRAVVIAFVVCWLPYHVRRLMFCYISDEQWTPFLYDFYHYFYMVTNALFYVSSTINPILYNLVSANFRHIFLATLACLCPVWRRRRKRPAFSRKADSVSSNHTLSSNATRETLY
Dengue-2 NS5 capping = Dengue-2 NS5 methyltransferase inhibitors, primary screen, biochemical, confirmation dose response (AID 588689). Dengue-2 NS5 methyltransferase capping enzyme assay, biochemical; higher % means a stronger effect. one-dose inhibition, % at 25 µM; IC50 in µM for titrated hits. hit rate 0.3% among 340,000; in the data active = a potency from the dose series
NTR1 agonist cell count 20 µM = second read-out of NTR1 agonist, no call of its own (marks repeat the call); cell count; measured here: cell count, cytotoxicity flag
Dengue-2 NS5 capping pilot replicate = second read-out of Dengue-2 NS5 capping, no call of its own (marks repeat the call); inhibition, %; measured here: pilot screen replicate inhibition
An asterisk follows results filed as active; [ ] = dose if it differs, or a comment. A portion of the library. The share of hits here may be higher or lower than overall.

SMILES | K1F lysis inhibition | NTR1 agonist | NTR1 agonist cell count 20 µM | Dengue-2 NS5 capping | others
COc1ccc2oc(C(=O)OC(C)C(=O)N3CCC(C)CC3)c(C)c2c1 (configuration not stated) | 1.6%[50 µM] | 6.3 | 49 | -0.7%
CC(C)(C)OC(=O)C[C@H]1C/C=C\C[C@@H](CC(=O)N(CCO)Cc2ccccc2)C(=O)N[C@H](Cc2c[nH]c3ccccc23)COC1=O | 4.2% | 2.0 | 51 | -2.5%
COc1cc(CCCN2CCNC[C@@H]2Cc2ccc(O)cc2)cc(OC)c1OC | -0.4% | 28.9 | 78 | 0.8%
O=C(COC(=O)c1cccc([N+](=O)[O-])c1)NNC(=O)c1cccs1 | 0.0%[50 µM] | -1.0 | 78 | -4.5%
Nc1nc(Cl)nc2c1ncn2C1CC(O)C(CO)O1 (configuration not stated) | -8.9% | 0.1 | 55 | -8.2%
CN(CC(=O)Nc1ccc(F)c(F)c1F)C(=O)Cn1cnc2c1c(=O)n(C)c(=O)n2C | 0.3%[50 µM] | 1.4 | 61 | -7.1%
O=C(CCCOC(=O)c1ccc(O)cc1O)c1ccccc1 | 1.9%[50 µM] | -1.1 | 62 | 4.4%
Cc1ccc(C)c(OCCC(=O)OCC(=O)Nc2cc(S(=O)(=O)N3CCOCC3)ccc2C)c1 | 0.5%[50 µM] | 1.7 | 58 | -2.2%
COc1ccc(NC(=O)CSc2nnc(N)s2)cc1S(=O)(=O)N1CCCCC1 | 0.4%[50 µM] | -2.0 | 59 | -1.5%
CC(NC(=O)c1cc(S(=O)(=O)N2CCOCC2)ccc1N1CCCC1)c1ccc(Cl)c(Cl)c1 (configuration not stated) | 0.6%[50 µM] | 1.8 | 40 | -3.6%
O=C(CNC(=O)c1cc(Cl)cc([N+](=O)[O-])c1)NC1CC1 | 1.0%[50 µM] | -1.1 | 49 | -0.7%
Cn1c(SCC(=O)Nc2sccc2C(N)=O)nc2ccccc2c1=O | 1.6% | 4.1 | 68 | -0.4%
CCc1c(C)[nH]c2c1C(=O)C(CN1CCOCC1)CC2 (configuration not stated) | 1.7% | 3.2 | 63 | 0.0%
N#CC1(NC(=O)COC(=O)c2ccccc2[N+](=O)[O-])CCCCC1 | 1.4%[50 µM] | 0.8 | 53 | -0.7%
CC(C)COc1cccc(C(=O)N(CC(=O)Nc2ccccc2C(F)(F)F)Cc2ccco2)c1 | 0.0%[50 µM] | 6.1 | 56 | -3.0%
CCOc1ccc(CCNC(=O)c2ccc(S(=O)(=O)N3CCCC3)cc2)cc1OCC | 1.1%[50 µM] | 1.2 | 47 | -0.7%
Cc1ccc(C)c(C(=O)COC(=O)Cn2[nH]c(=O)c3ccccc3c2=O)c1 | 0.4%[50 µM] | 2.0 | 84 | 3.0%
CCCCCN(C(=O)CCC(=O)OCC(=O)Nc1cccc(CC)c1)c1c(N)n(CCCC)c(=O)[nH]c1=O | 0.5%[50 µM] | 1.8 | 57 | -10.4%
O=C(Nc1cccc(S(=O)(=O)N2CCCC2)c1)c1ccc(Cl)nc1 | -4.0% | 1.3 | 63 | 3.9%
CC1CCN(C(=O)COC(=O)c2cc(Cl)c3c(c2)OCO3)CC1 | 0.3%[50 µM] | -1.0 | 58 | -0.7%
Cc1ccc(C(=O)NCC(=O)NC2CC2)cc1 | 0.6%[50 µM] | -0.4 | 45 | -11.4%
Cc1ccccc1NC(=O)NCc1cccnc1 | 0.3% | -0.7 | 46 | -2.4%
CCOc1ccccc1NC(=O)CSc1nnc2ccc(-c3ccccn3)nn12 | 1.8%[50 µM] | 1.3 | 59 | -1.5%
O=C1OCCN1C(=O)[C@H]1[C@H](c2ccc([N+](=O)[O-])cc2)C(c2ccc(F)cc2)=NN1c1ccc(Br)cc1 | -0.1% | 5.9 | 49 | -5.0% | Dengue-2 NS5 capping pilot replicate=-6.7
C/C(=N\Nc1ccc(S(=O)(=O)N2CCCCC2)cn1)c1cccc(Br)c1 | 0.3%[50 µM] | 4.0 | 73 | -0.7%
CN(CC(=O)Nc1ccccc1Br)C(=O)CN1CCN(Cc2cccc(Cl)c2)CC1 | 2.0% | -0.3 | 61 | 5.4%
Cc1ccc(NS(=O)(=O)c2cccc(C(=O)Nc3cccnc3)c2)c(C)c1 | 3.3% | -0.2 | 63 | -10.3%
CC[C@]12c3[nH]c4cc(-c5ccco5)ccc4c3CCN1C(=O)[C@@H](CC(=O)NC/C=C(\C)CCC=C(C)C)C[C@@H]2C(=O)N1CCN(C(=O)c2ccco2)CC1 | -0.1% | 5.0 | 54 | -3.3%
O=C(CCC(=O)c1cccs1)NCCc1ccc(F)cc1 | 1.3%[50 µM] | -1.6 | 61 | -2.2%
CC(=O)Nc1ccc(NC(=O)CSC2=NS(=O)(=O)c3cc(F)ccc3N2)cc1 | -0.9%[50 µM] | -0.1 | 59 | -9.5%
CC1CCCN(C(=O)COC(=O)C2CCN(S(=O)(=O)c3ccc4c(c3)OCCO4)CC2)C1 (configuration not stated) | -0.2%[50 µM] | 0.2 | 68 | -0.7%
Cn1ccnc1-c1nnn(-c2ccc(Cl)c(Cl)c2)n1 | -0.1% | 0.6 | 82 | -5.6%
CC(C)(C)NC(=O)CC1C[C@H](C(=O)N2CCCCC2)[C@@]2(CCc3ccccc3)c3[nH]c4ccccc4c3CCN2C1=O (some centres not stated) | -0.3% | 3.9 | 52 | -6.0% | Dengue-2 NS5 capping pilot replicate=-2.7
O=C(COC(=O)C1CC1)Nc1ccc([N+](=O)[O-])cc1C(F)(F)F | 0.6%[50 µM] | 1.2 | 52 | -9.3%
O=C(Nc1ccc(S(=O)(=O)N2CCOCC2)cc1)C1CCN(S(=O)(=O)c2ccc(F)cc2)CC1 | 0.5%[50 µM] | 2.9 | 60 | 4.4%
Nc1ccn(CC(=O)NCCc2ccccn2)c(=O)n1 | 0.6% | 2.5 | 47 | -6.3%
O=C(CNC(=O)c1ccccc1Cl)NCCc1cccs1 | -0.2% | 0.7 | 62 | -4.8%
CCOc1ccc(Br)cc1C1=CC(=O)C[C@H](c2ccc(OC)cc2)C1 | -0.2% | 3.1 | 54 | -0.8%
O=C(NCCCN1CCOCC1)c1cc(S(=O)(=O)N2CCOCC2)ccc1Cl | 1.5% | -0.3 | 50 | -9.7%
CCc1noc(C)c1C(=O)N1CCN(S(=O)(=O)c2cccc(C(F)(F)F)c2)CC1 | 0.2%[50 µM] | -0.9 | 53 | -3.1%
CCCCN1CCCCC1C(=O)Nc1c(C)cccc1C (configuration not stated) | -0.3% | -0.2 | 50 | -1.5%
C[C@H](CO)N1C[C@H](C)[C@@H](CN(C)C(=O)Nc2ccc3c(c2)OCO3)Oc2ccc(NC(=O)NC3CCCCC3)cc2C1=O | 5.1% | -1.5 | 56 | 4.0%
COc1ccccc1C(=O)NCC(=O)NNC(=O)C1COc2ccccc2O1 (configuration not stated) | 1.4%[50 µM] | 0.1 | 105 | -10.1%
CCc1ccc(NC(=O)C(C)OC(=O)C2CCN(c3ccc(C(F)(F)F)cn3)CC2)cc1 (configuration not stated) | 0.6%[50 µM] | 2.2 | 52 | 2.2%
O=C(O)[C@H]1CC=C[C@H]2CCN(Cc3ccc(Cl)c(Cl)c3)C(=O)[C@@H]12 | 1.5% | -0.5 | 44 | 7.6% | Dengue-2 NS5 capping pilot replicate=1.8
CCCN(CC(=O)Nc1ccccc1C)C(=O)/C=C/c1ccc(S(=O)(=O)N2CCCCCC2)cc1 | 1.7%[50 µM] | 1.4 | 52 | -5.2%
COc1ccc(NC(=O)Cc2ccc(Cl)cc2)cc1S(=O)(=O)N1CCCCC1 | 0.4%[50 µM] | 1.3 | 48 | 1.6%
COc1cc2cc(CCO)oc(=O)c2cc1OC | 1.7% | -2.2 | 69 | -4.8%
C=CC[C@H](CC(=O)OC(C)(C)C)C(=O)OC[C@@H]1CCCN1C(=O)[C@@H](CC=C)CC(=O)NCCO | 2.0% | -1.3 | 53 | 3.3%
Cc1ccc(NC(=O)CSc2ncn[nH]2)c([N+](=O)[O-])c1 | -1.1% | 0.4 | 57 | -7.0%
C[C@H](CO)N1C[C@H](C)[C@@H](CN(C)C(=O)Nc2ccccc2)Oc2ccc(NC(=O)Nc3ccccc3)cc2C1=O | 0.2% | 1.1 | 59 | -2.6% | Dengue-2 NS5 capping pilot replicate=-5.8
COc1cccc(C(=O)NCC(c2ccc3c(c2)OCO3)N2CCN(c3ccc(F)cc3)CC2)c1 (configuration not stated) | -0.1%[50 µM] | 2.3 | 55 | -8.8%
Cc1ccc(CNC(=O)C(N=C2NS(=O)(=O)c3ccccc32)C(C)C)cc1 (configuration not stated) | 0.7%[50 µM] | -2.8 | 47 | 4.8%
Cc1ccc(N)c([N+](=O)[O-])c1 | -1.0% | -1.5 | 62 | 0.0%
CC(C)CN(C(=O)c1cccs1)C1CCS(=O)(=O)C1 (configuration not stated) | 1.2%[50 µM] | -0.2 | 62 | 7.3%
O=C1CN(C(=O)COc2ccc(Cl)c(Cl)c2)c2ccccc2N1 | 0.8%[50 µM] | 0.0 | 74 | -0.7%
CN1CC(=O)N(CC(=O)Nc2ccc(OCc3ccccc3)cc2)C1=O | 0.2%[50 µM] | -1.4 | 47 | -8.4%
Cn1c2cc(Br)sc2c2cnn(Cc3ccc(F)cc3F)c(=O)c21 | 0.2% | 0.5 | 60 | 3.9%
C/C(=N\NC(=O)c1ccccc1OCCOc1ccccc1)c1ccccc1F | 0.0%[50 µM] | 15.3 | 60 | -1.4%
O=C(CSc1nnc(C2CC2)n1C1CC1)c1ccccc1F | 0.9%[50 µM] | -1.1 | 66 | 9.2%

Among those listed so far, five contain two or more sulfur atoms.
SMILES | K1F lysis inhibition | NTR1 agonist | NTR1 agonist cell count 20 µM | Dengue-2 NS5 capping | others
COc1ccc(NC(=O)CSc2nnc(N)s2)cc1S(=O)(=O)N1CCCCC1 | 0.4%[50 µM] | -2.0 | 59 | -1.5%
Cn1c(SCC(=O)Nc2sccc2C(N)=O)nc2ccccc2c1=O | 1.6% | 4.1 | 68 | -0.4%
CC(=O)Nc1ccc(NC(=O)CSC2=NS(=O)(=O)c3cc(F)ccc3N2)cc1 | -0.9%[50 µM] | -0.1 | 59 | -9.5%
O=C(Nc1ccc(S(=O)(=O)N2CCOCC2)cc1)C1CCN(S(=O)(=O)c2ccc(F)cc2)CC1 | 0.5%[50 µM] | 2.9 | 60 | 4.4%
CC(C)CN(C(=O)c1cccs1)C1CCS(=O)(=O)C1 (configuration not stated) | 1.2%[50 µM] | -0.2 | 62 | 7.3%

Arranged by number of heavy atoms (ascending): part of the list above
SMILES | K1F lysis inhibition | NTR1 agonist | NTR1 agonist cell count 20 µM | Dengue-2 NS5 capping | others
CC(C)CN(C(=O)c1cccs1)C1CCS(=O)(=O)C1 (configuration not stated) | 1.2%[50 µM] | -0.2 | 62 | 7.3%
Cc1ccc(NC(=O)CSc2ncn[nH]2)c([N+](=O)[O-])c1 | -1.1% | 0.4 | 57 | -7.0%
Cn1c2cc(Br)sc2c2cnn(Cc3ccc(F)cc3F)c(=O)c21 | 0.2% | 0.5 | 60 | 3.9%

(listing goes on)
SMILES | K1F lysis inhibition | NTR1 agonist | NTR1 agonist cell count 20 µM | Dengue-2 NS5 capping | others
O=C(COC(=O)C12CC3CC(CC(Br)(C3)C1)C2)Nc1cccc(S(=O)(=O)N2CCOCC2)c1 | -0.7% | 9.3 | 60 | 2.3%
COc1ccc(OC)c(NC(=O)C2CC(=O)N(Cc3ccco3)C2)c1 (configuration not stated) | 0.9%[50 µM] | 2.6 | 44 | -5.1%
C=CCN(Cc1ccc(Cl)s1)C(=O)c1cc(S(=O)(=O)N2CCOCC2)ccc1F | -0.2%[50 µM] | -0.7 | 85 | 0.0%
CCn1nc(C(=O)Nc2ccc(N3CCOCC3)cc2)c2ccccc2c1=O | 0.1%[50 µM] | -1.0 | 57 | 5.3%
CCN(CC)C(=O)c1cccc(NC(=O)c2cc(C3CC3)nc3c2cnn3C(C)C)c1 | 0.1%[50 µM] | 3.5 | 55 | -2.2%
Fc1ccc2c(c1)Sc1ccc(Cl)cc1CC2N1CCN(CCC2OCCO2)CC1 (configuration not stated) | -0.2% | 4.9 | 47 | 4.6%
CCOC(=O)C1=C(COC(=O)CCOc2ccc(OC)cc2)NC(=O)NC1C (configuration not stated) | 0.2%[50 µM] | 0.8 | 54 | -7.1%
COc1ccccc1NS(=O)(=O)c1ccc2oc(SCC(=O)N3CCNC3=O)nc2c1 | 0.4%[50 µM] | -0.8 | 84 | -7.4%
CN(c1ccc(F)cc1)S(=O)(=O)c1ccc(Cl)c(C(=O)OCC(=O)NC2CC2)c1 | 0.2%[50 µM] | -1.7 | 49 | -2.2%
COc1ccc(OC)c(-c2nn(-c3ccccc3)cc2C(=O)NCC(c2ccco2)N2CCCC2)c1 (configuration not stated) | 0.7%[50 µM] | 0.2 | 72 | 2.2%
Cc1cc(=O)[nH]c(SCc2ccc(Cl)cc2)n1 | 1.1% | 1.2 | 54 | -11.5%
CCCn1c(SC(C)C(=O)NCC2CCCO2)nc2sc3c(c2c1=O)CCC3 (configuration not stated) | 1.2%[50 µM] | 1.2 | 40 | -7.2%
O=C(O)c1ccc([N+](=O)[O-])c2c1C(=O)c1ccccc1C2=O | -0.4% | 0.7 | 42 | 3.1%
CC(C)(C)N(Cc1ccccc1)C(=O)COC(=O)[C@@H]1CCCN1C(=O)c1cccs1 | -0.2%[50 µM] | -0.3 | 72 | 0.0%
CCOC(=O)C1=C(COC(=O)CNC(=O)c2cccc(C)c2)NC(=O)NC1C (configuration not stated) | 1.3%[50 µM] | -1.6 | 76 | -2.2%
